Compound activity: PubChem, Sanford-Burnham Center for Chemical Genomics
MPTP block: blocks calcium-induced mitochondrial swelling; isolated mouse mitochondria, Ca2+ swelling absorbance, 30 min; inhibition, % at 10 µM; 1.4% of 360,000 active; AID 602449;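 active means inhibition of 50% or more, scaled per plate between neutral and stimulator controls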;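 further: 0% = DMSO wells given calcium and 100% = 1 mM EGTA wells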
HKDC1 inh: blocks human hexokinase HKDC1 activity; inhibition, % at 20 µM; Q2TB90; recombinant HKDC1, G6PDH/diaphorase resazurin coupled fluorescence; 0.16% of 340,000 active;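 active means inhibition above about 35% when tested at 20 µM, limit read from the data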;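 further: plate controls were DMSO wells with enzyme for no effect and DMSO wells lacking enzyme for full effect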
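Assay system – recombinant HKDC1 (HK5) hexokinase enzyme, produced in-house · Input – HKDC1 at 5 µg/mL · Reagent – glucose plus 1 mM ATP as hexokinase substrates · Timing – 90 min reaction incubation at room temperature, dark · Measured by – G6PDH/diaphorase-coupled fluorescence, 1 mM NADP, 100 µM resazurin, 525/613 nm · Benchmarks – DMSO-enzyme wells negative, buffer-substituted wells positive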
SENP6 inh: blocks the human protease SENP6. Q9GZR1. Recombinant SENP6 catalytic domain, aminoluciferin luminescence. inhibition, % at 10 µM. 1.8% of 330,000 active;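 active means inhibition above about 50% at the single tested dose, limit read from the data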;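 further: plate controls were DMSO wells with enzyme for no effect and DMSO wells lacking enzyme for full effect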
GRIN3A LBD mod: NR3A (human) ligand-binding domain modulation. NR3A LBD differential scanning fluorimetry, Tm shift; 0% = protein alone, 100% = glycine-bound protein. Tm shift relative to glycine control, % at 25 µM. 2.5% of 340,000 active. AID 1259313;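 active means melting temperature shift of at least 10% of the positive control shift, at one fixed dose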
SENP8 inh: blocks human SENP8 cleavage of Nedd8 substrate; Q96LD8; recombinant SENP8, Nedd8 substrate fluorescence; inhibition, % at 20 µM; 0.64% of 360,000 active; in the data active means inhibition mostly above about 40%, no sharp cut-off; inactive means mostly below about 27%
Target sequence (Q96LD8 whole entry, looked up): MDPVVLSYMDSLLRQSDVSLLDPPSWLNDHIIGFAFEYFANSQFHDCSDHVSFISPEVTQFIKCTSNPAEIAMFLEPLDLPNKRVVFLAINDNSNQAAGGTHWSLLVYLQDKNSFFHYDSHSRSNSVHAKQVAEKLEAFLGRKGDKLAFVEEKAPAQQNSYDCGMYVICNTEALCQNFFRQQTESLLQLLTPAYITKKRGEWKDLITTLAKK
ATG4B inh: inhibitors of human ATG4B cysteine protease. Q9Y4P1. ATG4B cleavage of LC3-PLA2, NBD-HPC fluorescence, 1 h. inhibition, % at 8.33 µM. 0.51% of 340,000 active. AID 504462; in the data active means inhibition above about 40%
Target sequence (Q9Y4P1 whole entry, looked up): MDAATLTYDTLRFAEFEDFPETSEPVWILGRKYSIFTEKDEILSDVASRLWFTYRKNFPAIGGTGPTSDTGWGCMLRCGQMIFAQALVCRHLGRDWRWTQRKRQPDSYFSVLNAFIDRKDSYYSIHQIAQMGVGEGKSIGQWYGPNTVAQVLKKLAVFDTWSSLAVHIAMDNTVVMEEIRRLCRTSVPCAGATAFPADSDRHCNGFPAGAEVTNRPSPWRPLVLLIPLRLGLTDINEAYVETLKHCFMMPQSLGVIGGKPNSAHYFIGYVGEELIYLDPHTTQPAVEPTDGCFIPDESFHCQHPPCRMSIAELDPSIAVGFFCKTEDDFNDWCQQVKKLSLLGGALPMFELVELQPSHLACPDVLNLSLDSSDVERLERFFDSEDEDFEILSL
SENP7 block: blocks the human protease SENP7 | AID 434973 | 1.5% of 330,000 active | recombinant SENP7, Z-RLRGG-aminoluciferin luminescence, 40 min | Q9BQF6 | inhibition, % at 5 µM;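 active means inhibition above about 50% at the single test dose, limit read from the data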;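 further: plate controls were DMSO with enzyme for no effect and no enzyme buffer wells for full effect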
Target sequence (Q9BQF6 706-1050 limits assumed): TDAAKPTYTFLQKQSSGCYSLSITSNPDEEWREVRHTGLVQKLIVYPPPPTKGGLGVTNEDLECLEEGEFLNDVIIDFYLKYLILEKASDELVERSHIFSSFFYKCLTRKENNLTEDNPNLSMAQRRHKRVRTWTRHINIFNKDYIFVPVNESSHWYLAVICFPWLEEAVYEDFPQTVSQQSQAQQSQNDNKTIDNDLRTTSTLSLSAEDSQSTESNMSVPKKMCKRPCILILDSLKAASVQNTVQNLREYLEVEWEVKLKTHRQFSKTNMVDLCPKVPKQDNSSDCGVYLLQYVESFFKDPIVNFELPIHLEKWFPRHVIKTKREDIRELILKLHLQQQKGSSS
PfGluPho inh: PfG6PD (Plasmodium falciparum) enzyme inhibition | 0.78% of 350,000 active | inhibition, % at 20 µM | PfGluPho enzyme, NADPH resazurin-diaphorase fluorescence | AID 504690;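 active means inhibition reaching at least a set limit at 20 µM in the primary screen, cut at about 59% in these data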;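 further: 0% = DMSO wells with substrate and 100% = DMSO wells lacking glucose-6-phosphate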
Active calls of the source: *; . = no result given.

SMILES | MPTP block | HKDC1 inh | SENP6 inh | GRIN3A LBD mod | SENP8 inh | ATG4B inh | SENP7 block | PfGluPho inh
CCCc1cc(=O)[nH]c(SC(C)C(=O)N2c3ccccc3CC2C)n1 (centres undefined) | 0.7 | 4 | -5 | 1 | 4 | 7 | -2 | -28
COC(=O)C1(CC2CC(c3ccc(Cl)cc3)=NO2)CCN(C(=O)OC(C)(C)C)CC1 (centres undefined) | 3.1 | 2 | -22 | 4 | 13 | -3 | -9 | -2
NNc1nc2c(-c3cccc(C(F)(F)F)c3)nnn2c2ccccc12 | 1.4 | 6 | 14 | -7 | -319 | 9 | 3 | 28
COc1ccc(CNC(=O)c2cccc3c2C(=O)N(CC2CCCO2)C3)cc1 (centres undefined) | 0.7 | -4 | -13 | -1 | 19 | 6 | 0 | 0
COc1ccc(N2C(=O)C3CCCN3C2c2ccc(C)o2)cc1 (centres undefined) | -0.9 | 4 | 5 | 0 | 14 | 5 | 12 | -29
Cc1c(O)ccc(NC(=O)/C=C/c2ccccc2)c1C | 0.1 | 8 | -11 | -2 | 25 | -14 | 5 | 16
COc1cccc(NC(=O)COc2ccccc2C(N)=O)c1 | 8.1 | -8 | 65* | 1 | 14 | 1 | 39 | 2
O=C(NCCCCCCNC(=O)OCc1ccccc1)OCc1ccccc1 | 2.6 | -9 | . | 1 | -291 | -10 | . | 1
CC(C)NCC(O)COC1CCC(C(C)(C)C)CC1 (centres undefined) | 2.4 | 0 | 0 | -2 | 5 | -8 | 8 | 1
COCC(=O)Nc1cc(C(=O)Nc2ccccc2C)ccc1Cl | -1.1 | -5 | -4 | 1 | 2 | 6 | 5 | -10
O=C(c1ccc(F)cc1)c1c[nH]c(C(=O)NCCCN2CCOCC2)c1 | -0.7 | -11 | -18 | -2 | 1 | -5 | -4 | -21
CCOCCCn1c(=NC(=O)c2cccs2)c(C#N)cc2c(=O)n3cccc(C)c3nc21 | 3.9 | -2 | -4 | -2 | -457 | -6 | 5 | 10
CC(C)CNC(=O)C(=O)NCCC1CCCCN1S(=O)(=O)c1cccs1 (centres undefined) | -0.3 | -5 | -9 | 0 | -2 | -1 | 15 | 1
CCOC(=O)CSc1nc2ccc(C)cc2n2cnnc12 | -0.1 | 53* | -28 | -1 | 21 | -6 | -18 | 49
Nc1c(C(=O)NC2CCCCC2)nsc1C(=O)OCC(=O)NC1CCCCC1 | 30 | -3 | -20 | 1 | -298 | 6 | -1 | -9
O=C(Nc1cccc(Cl)c1Cl)C1CCN(c2ncccn2)CC1 | 2.7 | -6 | -3 | -2 | -46 | -2 | -4 | -2
COC(=O)c1ccc2c(c1)C(NC(C)=O)CCc1cc(OC)c(OC)c(OC)c1-2 (centres undefined) | -0.4 | -1 | . | 2 | -57 | -3 | . | 14
COc1ccc2oc(C(=O)OCC(=O)Nc3cc(S(=O)(=O)N4CCOCC4)ccc3OC)c(C)c2c1 | -0.2 | -7 | -25 | -2 | -323 | -6 | -12 | 1
CCC(=O)N(Cc1ccco1)c1nc(-c2ccc(OC)cc2)cs1 | 2.6 | 2 | 6 | 1 | 5 | -2 | -4 | 9
CC1CCN(c2cc(N3CCOCC3)c([N+](=O)[O-])cc2F)CC1 | 0.3 | 1 | -24 | 3 | 41* | -5 | 1 | 7
COCc1cc(C)nc(SCC(=O)N2CCC(C)CC2)c1C#N | 0.1 | -8 | 3 | 0 | 16 | 6 | 1 | -17
C1CCC(Nc2nnnn2C2CCCCC2)CC1 | -0.9 | -2 | -10 | -1 | 19 | 6 | -5 | -6
CCOC(=O)CSc1nc(C2CC2)cc(-c2ccc(F)cc2)c1C#N | 1.0 | -2 | -17 | -2 | 7 | -1 | -13 | 24
CC(=O)Nc1cccc(C(=O)OCC(=O)Nc2ccc(Cl)cn2)c1 | -0.5 | -9 | 2 | -1 | -1 | 0 | -9 | 1
CCCCOc1ccc(C(=O)N/C(=C\c2cccc([N+](=O)[O-])c2)C(=O)OC(C)C)cc1 | 3.4 | 11 | -6 | 0 | 13 | 32 | -16 | 0
Cc1[nH]nc2ncc(C(=O)c3cc(Cl)cc(Cl)c3O)cc12 | -12 | 0 | 2 | 0 | -80 | -6 | 2 | -7
CCC(C)(C)n1nnnc1C(C(C)C)N1CCC(C(N)=O)CC1 (centres undefined) | 1.6 | 1 | -10 | 4 | 19 | -3 | 2 | -16
O=C(Cn1ccc(NC(=O)OCc2ccccc2)nc1=O)NCc1ccccn1 | 0.4 | -4 | 6 | -1 | 11 | 4 | 4 | -7
Cc1ccc(SCC(=O)N2CCOCC2)cc1 | -3.5 | -6 | -8 | 4 | 12 | -7 | 3 | -10
CCCNC(=O)NC(=O)CSc1nnc(-c2c[nH]c3ccccc23)o1 | 0.6 | 1 | 1 | -2 | 7 | 9 | 7 | 25
CCOc1ccc(S(=O)(=O)N2CCOCC2)cc1NC(=O)CN1C(=O)NC2(CCCCC2)C1=O | -0.6 | 0 | 18 | 0 | 10 | -2 | 9 | -10
Cc1csc(=O)n1CC(=O)Nc1ccc(Cl)c(Cl)c1 | 3.4 | -3 | 4 | -1 | 7 | -62 | 6 | 11
CC[C@H](C)[C@H](NS(=O)(=O)c1ccc(C)cc1)C(=O)N1CCC(C(=O)N[C@@H](C)C(=O)O)CC1 | 0.5 | -1 | -10 | -5 | 7 | -3 | -2 | 8
COc1ccccc1CNC(=O)CCCOc1cc(=O)n(C)c2ccccc12 | 0.5 | -2 | -14 | 0 | 22 | -9 | -4 | 3
CCOc1cc(C(=O)N(Cc2ccccc2)c2ccc(C)cc2)ccc1OCC(=O)N1CCOCC1 | -1.0 | -2 | . | -1 | 5 | -24 | . | 13
O=C1CCC(C(=O)N2CCCC2)CN1Cc1cccc(C(F)(F)F)c1 (centres undefined) | 1.0 | -4 | -5 | 1 | -1 | 1 | 0 | 7
CC(C)(C)NC(=O)Cn1nnc(-c2cccs2)n1 | 0.8 | 5 | -11 | 0 | 4 | -5 | 1 | 11
O=C(O)C1(O)C[C@@H](O)C(O)[C@H](O)C1 (some centres undefined) | -3.3 | 1 | . | -4 | 4 | 0 | . | -6
CCOC(=O)c1ccc(S(=O)(=O)N2CCN(C(=O)CSc3nc4ccccc4o3)CC2)cc1 | 2.0 | 3 | -10 | -4 | 5 | -16 | 9 | -17
C/C(=N\NC(N)=S)C1C2C3CC4C5CC(C42)C1C53 (centres undefined) | -1.1 | -11 | -17 | -2 | 2 | 0 | 6 | 9
CC(C)(C)C(=O)Nc1ccc(-c2cn3cccnc3n2)cc1 | -1.8 | -1 | -3 | -1 | -303 | -5 | 5 | 1
O=C(O)C1Nc2c(O)cc(Cl)c([N+](=O)[O-])c2C2C=CCC12 (centres undefined) | 7.0 | 32 | -34 | 5 | 46* | 16 | 9 | 2
COc1ccc(C(=O)N2CCN(CCNC(=O)C(=O)Nc3ccc(F)cc3)CC2)cc1OC | -1.5 | -4 | -7 | 1 | 12 | -4 | 6 | -11
CCCCn1c(SCC(=O)NC(=O)NCc2ccco2)nc2cc(S(N)(=O)=O)ccc21 | 0.4 | -4 | -42 | -1 | 8 | -2 | 4 | 24
O=C(NCCCN1CCCC1=O)Nc1cc(Cl)ccc1Cl | -0.5 | -6 | -11 | 2 | 11 | -2 | -1 | 2
Cc1ccc(-n2c(=O)cc(N3CC(C)OC(C)C3)[nH]c2=O)cc1 (centres undefined) | -0.2 | -4 | -13 | -1 | 7 | -15 | 4 | 1
CC(C)n1cc(CN2CCCC(CO)(Cc3cccc(Cl)c3)C2)cn1 (centres undefined) | 0.0 | 4 | -1 | 1 | 10 | 1 | 4 | 4
O=C(CSc1ccccn1)N/N=C/c1cc([N+](=O)[O-])ccc1O | 1.2 | -6 | 52* | 0 | 27* | 0 | 15 | -39
NC(=O)c1ccc(Oc2ccc3ccc(=O)oc3c2)c([N+](=O)[O-])c1 | -0.3 | 10 | -2 | -6 | -247 | 23 | -2 | 0
COc1ccc(S(=O)(=O)N(C)CC(=O)N2CCCC2)cc1 | -2.1 | -3 | -8 | 0 | 7 | -2 | -2 | -11
CCOc1ccc(NC(=O)CN(C)C(=O)CCSc2ccc(F)cc2)cc1OCC | 0.3 | -1 | 7 | 0 | 16 | -32 | 10 | 3
CC(=O)c1ccc(OCCCC(=O)Nc2ccc(Cl)c(S(=O)(=O)N3CCOCC3)c2)cc1 | 1.8 | -2 | . | 2 | 7 | -8 | . | -1
Cc1c(NC(=O)Nc2ccc(F)cc2F)c(=O)n(-c2ccccc2)n1C | -1.0 | -5 | -9 | -1 | -3 | 6 | -2 | -9
COc1ccc(Cl)cc1NC(=O)c1cccc(S(=O)(=O)Nc2c(C)n(C)n(-c3ccccc3)c2=O)c1 | . | -4 | . | 1 | . | 2 | . | -22
CCOC(=O)C1(CCOc2ccccc2)CCN(C(=O)c2ccc(-n3cccn3)cc2)CC1 | 1.2 | -11 | -7 | -2 | 2 | 32 | -7 | 7
Cc1onc(-c2ccccc2Cl)c1C(=O)OCC(=O)c1c(N)n(C)c(=O)n(C)c1=O | 0.4 | -1 | -2 | 0 | 13 | -5 | -4 | 20
O=C(NNC(=O)c1ccc2ccccc2c1)c1ccc(Cl)c(Cl)c1 | 1.1 | -5 | . | -2 | -42 | 10 | . | 2
C[C@@H]1NC(=O)[C@H](CCC(N)=O)NC(=O)c2cc([N+](=O)[O-])cc(I)c2NCC[C@@H](C(N)=O)NC1=O | . | 6 | -6 | -1 | . | -9 | -2 | 19
O=C(NCc1cccnc1)C1CCN(C(=O)c2ccc(Cl)cc2Cl)CC1 | 0.1 | 1 | -6 | -1 | 12 | -6 | 11 | -17
Cc1cccnc1NCC(O)COc1ccccc1 (centres undefined) | -0.6 | 1 | -6 | 3 | 6 | -9 | 0 | -4

Looked up one by one from the list above (five):
SMILES | MPTP block | HKDC1 inh | SENP6 inh | GRIN3A LBD mod | SENP8 inh | ATG4B inh | SENP7 block | PfGluPho inh
Cc1onc(-c2ccccc2Cl)c1C(=O)OCC(=O)c1c(N)n(C)c(=O)n(C)c1=O | 0.4 | -1 | -2 | 0 | 13 | -5 | -4 | 20
C[C@@H]1NC(=O)[C@H](CCC(N)=O)NC(=O)c2cc([N+](=O)[O-])cc(I)c2NCC[C@@H](C(N)=O)NC1=O | . | 6 | -6 | -1 | . | -9 | -2 | 19
Cc1c(NC(=O)Nc2ccc(F)cc2F)c(=O)n(-c2ccccc2)n1C | -1.0 | -5 | -9 | -1 | -3 | 6 | -2 | -9
CCOc1ccc(NC(=O)CN(C)C(=O)CCSc2ccc(F)cc2)cc1OCC | 0.3 | -1 | 7 | 0 | 16 | -32 | 10 | 3
CCOC(=O)C1(CCOc2ccccc2)CCN(C(=O)c2ccc(-n3cccn3)cc2)CC1 | 1.2 | -11 | -7 | -2 | 2 | 32 | -7 | 7

Carrying on:
SMILES | MPTP block | HKDC1 inh | SENP6 inh | GRIN3A LBD mod | SENP8 inh | ATG4B inh | SENP7 block | PfGluPho inh
CCc1nnc(NC(=O)CN2CCN(c3nc(-c4ccccc4)cs3)CC2)s1 | -3.7 | 11 | -14 | -1 | 12 | -15 | -1 | 19
Fc1ccc(NC(=S)N2CCSC2c2cccs2)cc1 (centres undefined) | 5.6 | 0 | -3 | 2 | 16 | 3 | 2 | 3
COC(=O)c1cc(C(=O)NCC2CCCCC2)cc([N+](=O)[O-])c1 | -2.6 | 4 | -10 | -2 | 19 | 1 | 4 | -16
Cc1nc2ccccc2c(=O)n1NCc1cccs1 | 0.2 | -6 | -14 | -4 | 5 | 4 | -8 | -9
CCc1noc(C)c1C(=O)Nc1nc2c(C)cc(C)cc2s1 | 0.2 | -3 | 0 | -7 | -161 | 8 | -4 | 15
COc1ccc(-n2c(C)cc(/C=C(\C#N)C(=O)NCc3ccco3)c2C)cc1 | -14 | -3 | -12 | 1 | 6 | 16 | 1 | 7
Cc1ccc(S(=O)(=O)N2CCN(CCc3ccncc3)CC2)cc1 | -0.8 | -5 | -13 | 11* | 12 | -8 | 5 | -6
CC(=O)Nc1cccc(NC(=O)CSc2nc(=O)n(CCN3CCOCC3)c3c2CCC3)c1 | -0.4 | -1 | -5 | 0 | -4 | -2 | -12 | -14
